# HGIII-sPLA2 inh: Inhibits HGIII-sPLA2 liposome hydrolysis, primary screen; Q9NZ20; QFRET BODIPY PC-A2 liposome hydrolysis, fluorescence; inhibition, % at 12.2 µM; 370,000 compounds, 0.56% hits; AID 743126;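 active = inhibition above mean plus 3 SD of compounds lying within the high and low control bounds, cut at about 19% in these data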;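 also: 0% = median of test compound wells and 100% = no enzyme DMSO wells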
# rCAG binder: molecules binding r(CAG) RNA repeats | 370,000 compounds, 1.3% hits | inhibition, % at 3 µM | r(CAG) RNA repeat, TO-PRO-1 dye displacement fluorescence;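 active = inhibition above the plate cutoff, the mean of all test compounds on that plate plus 3 SD, cut at about 35% in these data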;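 also: 0% = DMSO alone and 100% = 100 µM mitoxantrone as full dye displacement; higher means more dye released from RNA so lower well fluorescence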
# NPR1 activator: GC-A (human) enzyme activation; P16066; HEK293 GC-A cells, cGMP TR-FRET, EC30 ANP; 0% at EC30 ANP, 100% saturating ANP; activation, % at 10 µM; 370,000 compounds, 0.14% hits; AID 1671463; in the data active = activation above about 40%
# Tn6 DDE FP: DD(E)-Tn6 binding inhibition, primary FP screen; P02675; Fibrin DD(E) TRITC-Tn6 fluorescence polarization displacement; inhibition, % at 8.3 µM; 370,000 compounds, 0.21% hits; AID 720509;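 active = inhibition above a per-campaign cutoff: mean of compounds within control limits plus 3 SD, cut at about 15% in these data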;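 also: 0% = median of all compound wells on the plate and 100% = blocking peptide control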
# ARFGAP1 inhibitor: rat ARFGAP1 inhibition; Q62848; Arfgap1-stimulated ARF1 GTP hydrolysis, GDP FP detection; inhibition, % at 16.5 µM; 360,000 compounds, 0.26% hits; AID 651572;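 active = inhibition above a per-plate limit, mean inhibition of low control wells plus 3 SD, cut at about 25% in these data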;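 also: 0% = DMSO wells with enzyme and 100% = wells lacking Arfgap1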
# Target sequence (Q62848 1-136 limits assumed): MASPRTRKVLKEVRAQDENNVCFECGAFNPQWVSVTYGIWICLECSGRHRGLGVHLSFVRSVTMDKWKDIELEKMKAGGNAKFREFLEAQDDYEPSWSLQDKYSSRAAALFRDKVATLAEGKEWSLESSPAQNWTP
#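 Material – truncated rat Arfgap1 GAP domain · Buffer or medium – HEPES-based buffer, pH 7.5 · Reagent – human ARF1(Δ1-17)-GTP substrate · Dosing – 16.5 µM single point, 1.26% DMSO · Schedule – GTP hydrolysis reaction 2 h at 25 °C · Technique – GDP detection by fluorescence polarization · Benchmarks – No-Arfgap1 wells (100%) versus DMSO full-reaction wells (0%) · Repeats – single replicate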
# ASAP1 GAP inh: ASAP1 ArfGAP inhibition; Q9ULH1; ASAP1-stimulated ARF1 GTP hydrolysis, GDP FP detection; inhibition, % at 16.5 µM; 360,000 compounds, 0.19% hits; in the data active = inhibition above about 25%;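 also: 0% = vehicle with enzyme and substrate and 100% = no enzyme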
# KLK7 zymogen act: activators of human kallikrein-7 zymogen; 370,000 compounds, 0.9% hits; activation, % at 7 µM; P49862; purified proKLK7, EDANS-DABCYL substrate fluorescence; 100% is mature enzyme control, 0% vehicle;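 active = activation above the mean of all tested compounds plus 3 SD, computed per campaign excluding outliers beyond control limits, cut at about 13% in these data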
# Target sequence (P49862 whole entry, looked up): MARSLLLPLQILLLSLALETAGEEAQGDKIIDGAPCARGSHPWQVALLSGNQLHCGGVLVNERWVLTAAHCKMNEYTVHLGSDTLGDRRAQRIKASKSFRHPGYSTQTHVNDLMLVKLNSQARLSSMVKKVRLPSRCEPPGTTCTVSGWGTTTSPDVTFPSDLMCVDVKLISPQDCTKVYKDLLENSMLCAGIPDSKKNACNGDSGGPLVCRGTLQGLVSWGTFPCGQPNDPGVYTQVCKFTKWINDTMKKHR
# NPR2 activator: GC-B (human) receptor activation. activation, % at 10 µM. HEK293-GC-B cells, CNP EC30, cGMP TR-FRET; 0% at EC30 CNP, 100% saturating CNP. 370,000 compounds, 0.11% hits. P20594;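 active = activation at 10 µM reaching about 35% in either raw or pattern-adjusted values, limit read from the data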
# ADAM10 inh: ADAM10 inhibition, QFRET primary screen; 370,000 compounds, 0.62% hits; recombinant ADAM10, EDANS/DABCYL FRET peptide cleavage, 3 h; inhibition, % at 7 µM; O14672;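 active = inhibition above a per-campaign cutoff equal to the mean of compounds falling between control-based bounds plus 3 SD, cut at about 20% in these data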;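 also: 0% = DMSO wells while the 100% control is not disclosed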
# Target sequence (O14672 214-748 limits assumed): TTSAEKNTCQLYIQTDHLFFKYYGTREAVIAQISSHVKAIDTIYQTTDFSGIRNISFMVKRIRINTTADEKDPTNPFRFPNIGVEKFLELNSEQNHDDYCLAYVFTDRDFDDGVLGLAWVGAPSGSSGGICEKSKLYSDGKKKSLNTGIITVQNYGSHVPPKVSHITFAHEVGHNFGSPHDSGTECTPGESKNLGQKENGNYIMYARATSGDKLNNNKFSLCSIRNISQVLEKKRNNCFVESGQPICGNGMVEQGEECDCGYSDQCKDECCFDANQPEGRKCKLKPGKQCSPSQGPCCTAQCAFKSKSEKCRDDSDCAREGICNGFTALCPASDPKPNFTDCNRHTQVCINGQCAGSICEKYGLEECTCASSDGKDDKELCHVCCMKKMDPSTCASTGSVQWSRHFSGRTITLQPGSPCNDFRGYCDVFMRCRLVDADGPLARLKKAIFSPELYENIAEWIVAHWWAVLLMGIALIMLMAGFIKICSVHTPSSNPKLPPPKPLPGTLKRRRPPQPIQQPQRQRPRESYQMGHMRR
# FXN GAA850 act: increases GAA850 frataxin promoter reporter activity. HEK293 lucGAA850 FXN promoter luciferase reporter, 24 h; percent of 10 µM SAHA response. activation, % at 6 µM. 360,000 compounds, 0.56% hits. AID 540364;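 active = activation above the average of all compounds screened plus 3 SD, cutoff fixed separately per campaign, cut at about 7.5% in these data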;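 also: 0% = DMSO wells and 100% = 10 µM SAHA wells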
# An asterisk follows results filed as active; . = not tested or not shown.
SMILES,HGIII-sPLA2 inh,rCAG binder,NPR1 activator,Tn6 DDE FP,ARFGAP1 inhibitor,ASAP1 GAP inh,KLK7 zymogen act,NPR2 activator,ADAM10 inh,FXN GAA850 act
COc1ccc(N2C(=O)N3[C@H](c4ccc(Cl)cc4)[C@@H]4C(=O)N(C5CCCCC5)C(=O)[C@@H]4[C@]3(C)C2=O)cc1,-26,4,-10,-6,5,1,-0.3,-16,14,14*
O=C(Nc1ccc(F)cc1Cl)c1ccc2c(=O)n3c(nc2c1)CCCCC3,1,-6,3,3,3,-3,0.2,2,1,1.1
CCc1noc(C)c1C(=O)NNC(=O)c1nn(C)c(=O)c2ccccc12,7,0,2,6,4,-1,-0.3,1,-5,-0.1
O=C(c1cc(-c2ccc(Cl)cc2Cl)on1)N1CCN(C(=O)c2ccco2)CC1,-12,-5,3,0,6,-4,-0.1,0,1,5.1
O=C(N[C@H](C(=O)N1CCC[C@H]1C(=O)NCc1ccccc1)c1ccccc1)c1ccccc1,4,-2,-4,-5,-9,-3,-0.5,-10,-7,.
CCn1c(SCC(=O)Nc2ccc(NC(C)=O)cc2)nnc1C1CC1,-1,-3,0,7,4,-1,0.6,-1,-2,-2.9
Cc1ccc(NCc2nnc(SCC(=O)Nc3ncc(C)s3)n2Cc2ccco2)c(C)c1,-3,-3,-4,0,8,11,-0.3,3,0,0.1
CCNC(=S)NNC(=O)c1ccc(=O)n(Cc2ccccc2)c1,3,-1,2,-3,-6,-8,0.1,2,0,1.7
N#C/C(=C/c1ccc(N2CCCCC2)o1)c1cccc(F)c1,-6,16,9,7,-7,2,0.1,7,-9,15*
CCCOc1ccc(N2CC(C(=O)Nc3ccccc3F)CC2=O)cc1 (stereo not drawn),-5,-3,-1,-6,-4,2,0.0,5,-13,2.7
COc1ccccc1CNC(=O)Cc1csc(NC(=O)Nc2ccccc2OC)n1,-12,4,-2,-9,1,6,0.5,-1,2,-0.9
CCOc1ccccc1-n1c(SCC(=O)NCc2ccco2)nnc1-c1ccncc1,1,0,-2,-6,4,1,-0.1,-1,-7,1.2
O=C(Nc1nccs1)c1cc(S(=O)(=O)N2CCOCC2)c(Cl)cc1Cl,-4,-3,-3,2,-3,3,0.0,-1,-3,-1.1
CC(=O)c1cccc(-c2cnc3c(NC=O)cc(-c4ccccc4)cn23)c1,5,11,-2,-8,5,9,-1.2,0,-18,2.8
O=C(CN1C(=O)c2ccccc2C1=O)NCC1COc2ccccc2O1 (stereo not drawn),5,-1,3,3,0,6,0.3,5,-2,-0.5
CN(C)c1nc(OCCNC(=O)Nc2ccccc2)nc(N2CCOCC2)n1,-4,-9,-8,3,3,3,0.4,-7,-1,2.0
CN1CCN(C(=O)c2ccc(S(=O)(=O)Nc3ccccc3)cc2)CC1,0,2,-1,-1,2,12,-0.2,-1,-15,1.0
COc1ccc(C(CNC(=O)c2oc3cc(C)c(C)cc3c2C)N2CCCCC2)cc1 (stereo not drawn),-7,-2,-8,-4,-9,-6,0.3,-1,-1,1.4
CN(CC(=O)Nc1ccc(F)cc1)C(=O)COC(=O)c1ccc(-c2ccccc2)cc1,-5,3,3,-1,6,8,0.1,-8,1,1.0
NC(=O)c1ccsc1NC(=O)COC(=O)CCCOc1ccccc1,-7,2,-2,1,3,-10,0.2,-3,-1,-0.5

# Grouped by structure, the entries above with a furan ring, fused or not.
SMILES,HGIII-sPLA2 inh,rCAG binder,NPR1 activator,Tn6 DDE FP,ARFGAP1 inhibitor,ASAP1 GAP inh,KLK7 zymogen act,NPR2 activator,ADAM10 inh,FXN GAA850 act
O=C(c1cc(-c2ccc(Cl)cc2Cl)on1)N1CCN(C(=O)c2ccco2)CC1,-12,-5,3,0,6,-4,-0.1,0,1,5.1
Cc1ccc(NCc2nnc(SCC(=O)Nc3ncc(C)s3)n2Cc2ccco2)c(C)c1,-3,-3,-4,0,8,11,-0.3,3,0,0.1
N#C/C(=C/c1ccc(N2CCCCC2)o1)c1cccc(F)c1,-6,16,9,7,-7,2,0.1,7,-9,15*
CCOc1ccccc1-n1c(SCC(=O)NCc2ccco2)nnc1-c1ccncc1,1,0,-2,-6,4,1,-0.1,-1,-7,1.2
COc1ccc(C(CNC(=O)c2oc3cc(C)c(C)cc3c2C)N2CCCCC2)cc1 (stereo not drawn),-7,-2,-8,-4,-9,-6,0.3,-1,-1,1.4

# The results go on:
SMILES,HGIII-sPLA2 inh,rCAG binder,NPR1 activator,Tn6 DDE FP,ARFGAP1 inhibitor,ASAP1 GAP inh,KLK7 zymogen act,NPR2 activator,ADAM10 inh,FXN GAA850 act
Cc1ccc(Nc2ccc3nonc3c2[N+](=O)[O-])cc1,13,-5,3,4,11,4,0.2,1,-10,1.9
CCOC(=O)c1sc(NC(=O)CSc2n[nH]c(CC(C)C)n2)nc1C,-23,5,-1,3,-5,-2,-1.2,-9,27*,0.6
COC(=O)c1ccc(C(NC(=O)c2cccnc2)NC(=O)c2cccnc2)cc1,0,-1,3,-1,7,-6,-0.2,2,0,-0.5
CC(C)(C)c1ccc(-n2ncc3c2CCCC3NC(=O)CCCn2cncn2)cc1 (stereo not drawn),1,-7,6,10,-5,-3,0.4,-2,-2,-0.8
Cc1ccc(C)c(S(=O)(=O)N2CCN(C(=O)C(C)Sc3ccccc3)CC2)c1 (stereo not drawn),-8,-8,-8,-2,-2,-9,0.8,-5,1,2.0
CN(C(=O)CSc1nnc(-c2ccc(F)cc2)n1C)C1CCS(=O)(=O)C1 (stereo not drawn),3,1,2,6,2,-10,-0.2,2,-1,1.3
CN1OC[C@@H]2CN(C(=O)c3ccco3)[C@H](c3ccc(-c4ccc(C#N)cc4)cc3)C[C@@H]21,-7,5,2,0,-5,11,1.2,-8,2,-2.8
O=C(NC1CCCC1)C(c1ccncc1)N(C(=O)c1csnn1)c1cccc(F)c1 (stereo not drawn),11,1,8,-4,-6,2,0.3,3,3,1.7
O=C(CN1CCOCC1)NN1CC(=O)N(c2ccc(Cl)cc2)CC1=O,0,-1,4,1,4,5,-0.3,-1,2,0.1
Cc1cc(C)c(C)c(S(=O)(=O)NCC(=O)Nc2sc3c(c2C(N)=O)CCCC3)c1C,-10,9,-6,0,0,-1,-0.5,-1,3,-0.8
O=c1[nH]cnc2c1nnn2C1OC(CO)C(O)C1O (stereo not drawn),10,0,2,2,-6,-5,-0.9,1,-9,-1.5
O=C(NCCCN1CCCCCC1)C1CC(=O)N(CCc2ccccc2)C1 (stereo not drawn),7,1,-4,-1,6,-13,-0.2,4,-10,-0.7
O=C(CN(Cc1ccco1)S(=O)(=O)c1cccs1)Nc1ccccc1C(F)(F)F,-5,-3,1,8,-8,5,0.2,5,3,-2.0
O=C(/C=C/c1ccc(-c2ccc(F)cc2)o1)N1CCCC1,-9,0,-3,-2,-4,0,-0.4,-8,-185,4.3
COc1cccc(CNC(=O)CCc2ccc(OC)c(OC)c2)c1,9,-1,0,-10,1,0,0.1,-3,1,-0.3
CCN1CCN(CC(=O)N2N=CCC2c2ccccc2)CC1 (stereo not drawn),3,-4,5,0,4,-2,-0.4,4,0,0.3
NS(=O)(=O)c1ccc(CCNc2ccc(C(F)(F)F)cn2)cc1,-3,3,-3,-2,-2,1,0.7,-8,1,0.1
N/C(=N\OC(=O)COc1ccc(Br)cc1Cl)c1ccncc1,0,-1,4,-3,-1,9,0.0,-6,-2,7.0
CC1CCCCC1NC(=O)COC(=O)c1ccccc1NC(=O)c1ccco1 (stereo not drawn),-5,-3,-5,7,-2,3,0.6,-3,-7,2.2
Cc1sc2nc(CSCC(=O)Nc3ccc(C(=O)N(C)C)cc3)[nH]c(=O)c2c1C,3,6,-2,-2,-7,-8,-1.9,0,-83,1.8

# Copied from the list.
# Value for Cc1cc(C)c(C)c(S(=O)(=O)NCC(=O)Nc2sc3c(c2C(N)=O)CCCC3)c1C in rCAG binder: 9
# Value for O=C(/C=C/c1ccc(-c2ccc(F)cc2)o1)N1CCCC1 in HGIII-sPLA2 inh: -9
# Value for CCOC(=O)c1sc(NC(=O)CSc2n[nH]c(CC(C)C)n2)nc1C in ASAP1 GAP inh: -2

# Next part:
SMILES,HGIII-sPLA2 inh,rCAG binder,NPR1 activator,Tn6 DDE FP,ARFGAP1 inhibitor,ASAP1 GAP inh,KLK7 zymogen act,NPR2 activator,ADAM10 inh,FXN GAA850 act
COc1ccc(-c2c(C)cc3oc(=O)cc(-c4ccccc4)c3c2C)cc1F,5,4,-3,-1,2,3,-1.0,0,-3,1.7
COC(=O)[C@]1(CNS(=O)(=O)C2CC2)CC(=O)N(C)[C@@H]1c1ccccc1,-3,-1,8,7,.,.,0.3,-6,1,.
CCOc1ccc(CCNC(=O)CCNC(=O)c2ccc(Br)cc2)cc1OCC,5,-7,-2,0,3,6,-0.1,2,-15,0.1
Cc1c(C(=O)N2CCN(c3ccc([N+](=O)[O-])cc3)CC2)oc2ccccc12,5,6,-2,-4,-13,-5,-1.1,-1,2,1.7
CCN(CC)S(=O)(=O)c1cccc(C(=O)Nc2nc3cc4c(cc3s2)OCCO4)c1,-33,13,-4,-16,-2,19,-8.7,3,-19,-0.5
CCCc1cc(=O)n2nc(N3CCC(C(=O)N4CCN(c5cccc(OC)c5)CC4)CC3)sc2n1,-1,-2,0,7,-1,3,-0.1,-5,-8,0.2
COc1cc2[nH]c(=S)nc(Nc3ccc(NC(C)=O)cc3)c2cc1OC,-5,37*,4,-17,-13,-8,-0.3,-2,-331,1.2
Cc1nnc(SCc2cccs2)[nH]c1=O,5,-2,0,6,-1,2,0.0,2,2,0.9
OC(C#Cc1ccccc1)(c1ccccc1)c1ccccc1,-16,4,-8,4,3,-16,-0.4,-13,12,0.1
O=C(CSc1ccccc1)Nc1ccccc1C(=O)O,-1,0,-1,3,-8,-1,0.1,-3,-9,3.8
O=C1c2ccccc2C2(c3ccccc3)N1CCN2C(=O)C(Cl)(Cl)Cl (stereo not drawn),6,6,-14,0,9,0,1.0,-5,9,-3.2
COc1ccc(CCNC(=O)COC(=O)c2sc(C)nc2C)cc1,6,1,-3,2,-10,3,0.8,1,-41,2.5
O=C(Nc1ccc(F)c([N+](=O)[O-])c1)C1CC(=O)N(Cc2ccccc2)C1 (stereo not drawn),-11,-1,-2,0,5,-9,1.4,-3,4,-0.7
O=c1oc2ccccc2cc1-c1csc(NN=C2CCCC2)n1,20*,21,-5,-7,8,4,1.9,3,-49,3.0
Cc1cc(O)c(C(C)C)cc1NC(=S)Nc1cc(C(C)C)c(O)cc1C,10,1,-5,-5,12,4,0.5,-2,-2,-3.8

# Some entries already given, limited to NPR1 activator:
molecule,NPR1 activator
O=C(CN(Cc1ccco1)S(=O)(=O)c1cccs1)Nc1ccccc1C(F)(F)F,1
O=C(/C=C/c1ccc(-c2ccc(F)cc2)o1)N1CCCC1,-3
